ER stress surv – protection against thapsigargin ER stress killing – CSM14.1 cells, ATP luminescence, primary screen; CSM14.1 thapsigargin ER stress survival; relative survival (cellular ATP), % at 15 µg/mL (by protocol); 48,000 compounds, 0.33% hits; AID 1010, 2008;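 active means survival measured by cellular ATP above 50% at 15 µg/ml in the first screen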;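 further: cell death triggered by about 15 µM thapsigargin; ATP read 24 h after thapsigargin was added; plate controls were thapsigargin with DMSO for no effect and DMSO without thapsigargin for full effect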
The depositor's hits bear a star.

Start of the data: the first two compounds, ahead of the listing:
SMILES	ER stress surv
O=C(Nc1nc2ccc(Cl)cc2s1)c1ccccc1F	8
CC1(C)Cc2c(sc(NC(=S)NC(=O)c3ccccc3)c2C(=O)O)CO1	4

All compounds of this part, from the start:
SMILES	ER stress surv
O=C(Nc1nc2ccc(Cl)cc2s1)c1ccccc1F	8
CC1(C)Cc2c(sc(NC(=S)NC(=O)c3ccccc3)c2C(=O)O)CO1	4
O=C(Nc1cccc(O)c1)c1cccc(NC(=O)c2ccccc2-c2ccccc2C(=O)O)c1	-1
O=C(CCN1CCC(c2ccccc2)C1)c1ccc2c(c1)OCCO2 (stereo not given)	-13

Some of the compounds tested; rates above refer to the full screens.
